# Compound activity: PubChem BioAssay, several laboratories
# SMARCA2 act: increases SMARCA2 function in MMTV reporter cells. MG213 cells, MMTV-luciferase reporter, dexamethasone, overnight. activation, % at 9.1 µM. hit rate 1% among 370,000; in the data active means activation above about 7.8%;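 further: 0% = vehicle wells and 100% = reference activator wells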
# hcDAF-12 act: H. contortus DAF-12 activation, primary screen. hit rate 1.4% among 370,000. HEK293 hcDAF-12 lit1-tk-luc reporter, luminescence; 0% DMSO, 100% Δ7-dafachronic acid. activation, % at 6.8 µM. AID 652067;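 active means activation above the mean of all tested compounds plus 3 SD, cut at about 5.5% in these data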;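 further: 100% = response to 3 µM Δ7-dafachronic acid high control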
# DAX1 inh-1: inhibitors of DAX1 repression of SF-1 activated StAR promoter; AID 652010; inhibition, % at 6.8 µM; HEK293T StAR-luciferase reporter, SF-1/DAX-1 repression relief; hit rate 1.1% among 370,000;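 active means inhibition above the mean over all tested compounds plus 3 SD, cut at about 3.6% in these data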;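 further: 0% = DAX-1 cells with DMSO and 100% = cells lacking DAX-1 with DMSO; higher inhibition means more luminescence from relief of DAX-1 repression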
# ssDAF-12 act: activators of S. stercoralis DAF-12 nuclear receptor; HEK293 ssDAF-12/GRIP1 lit1-tk-luc reporter, luminescence; % of 3 µM dafachronic acid response; activation, % at 6.8 µM; hit rate 1% among 370,000;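 active means activation above the mean over all tested compounds plus 3 SD, cut at about 0.9% in these data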;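 further: 0% = DMSO-only wells and 100% = 3 µM delta7-dafachronic acid wells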
# PLCg1 inh: blocks human PLC-gamma1 enzyme activity | P19174 | purified PLC-gamma1, fluorogenic substrate, fluorescence | inhibition, % at 12.2 µM | hit rate 0.84% among 370,000 | AID 720700; in the data active means inhibition above about 9.5%
# hgDAF-12 ag: agonists of H. glycines DAF-12 nuclear receptor. HEK293 GAL4-hgDAF12 UAS-luciferase reporter, agonist luminescence; normalized to butyrate control. activation, % at 6.8 µM. hit rate 1.8% among 370,000. AID 687014;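 active means activation above a cutoff set at the mean of all screened compounds plus 3 SD, cut at about 10% in these data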;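 further: 0% = DMSO wells and 100% = sodium butyrate wells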
# ADAM17 inh: inhibitors of human ADAM17 | hit rate 0.83% among 370,000 | inhibition, % at 6.95 µM | AID 720648 | recombinant ADAM17, EDANS/DABCYL FRET peptide cleavage;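 active means inhibition above the mean of compounds lying between control limits plus 3 SD, set per campaign, cut at about 8.5% in these data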;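 further: 0% = DMSO-only wells as the low control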
# Rev-erbA mod: modulators of human Rev-erb alpha DNA binding; P20393; AID 1259318; hit rate 0.79% among 370,000; Rev-erbα–FITC-DNA binding, fluorescence polarization, 90 min; activity, % at 10 µM;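 active means activity above about 14%, limit read from the data; passing the limit was not always enough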;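 further: 0% = DMSO wells with 35 nM protein and 100% = DMSO wells with 750 nM protein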
# Target sequence (P20393 whole entry, looked up): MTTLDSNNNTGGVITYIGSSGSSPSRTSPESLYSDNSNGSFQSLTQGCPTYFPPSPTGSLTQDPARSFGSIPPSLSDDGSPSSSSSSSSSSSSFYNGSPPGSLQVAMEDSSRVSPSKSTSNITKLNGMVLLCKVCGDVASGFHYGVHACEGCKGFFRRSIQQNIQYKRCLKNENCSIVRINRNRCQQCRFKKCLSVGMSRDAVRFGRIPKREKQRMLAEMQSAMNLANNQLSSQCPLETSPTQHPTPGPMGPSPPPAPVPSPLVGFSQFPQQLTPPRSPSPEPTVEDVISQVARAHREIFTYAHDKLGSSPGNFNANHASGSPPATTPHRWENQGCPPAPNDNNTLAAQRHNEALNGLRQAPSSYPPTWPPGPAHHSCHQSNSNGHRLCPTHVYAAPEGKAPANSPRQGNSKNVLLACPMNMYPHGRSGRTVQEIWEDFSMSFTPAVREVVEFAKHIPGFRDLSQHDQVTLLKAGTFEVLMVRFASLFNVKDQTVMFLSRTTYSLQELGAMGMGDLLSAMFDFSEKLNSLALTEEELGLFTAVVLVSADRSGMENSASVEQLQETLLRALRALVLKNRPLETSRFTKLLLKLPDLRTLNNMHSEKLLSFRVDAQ
# DAX1 inh-2: NR0B1 (DAX1) inhibition | P51843 | HEK293 Gal4-DAX1 luciferase reporter, luminescence | inhibition, % at 6.75 µM | hit rate 0.99% among 340,000 | AID 504766;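 active means inhibition above the mean over all tested compounds plus 3 SD, cut at about 4.2% in these data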;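 further: 0% = DAX1-transfected cells with DMSO and 100% = empty-vector control cells with DMSO; inhibition shows as a rise in luminescence from relieved DAX1 repression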
# MBD2 inh: inhibitors of human MBD2 binding to methylated oligonucleotide; Q9UBB5; TR-FRET; inhibition, % at 4.4 µM; hit rate 0.31% among 370,000; AID 686964; in the data active means inhibition above about 13%
# PLC-beta3 inh: PLC-beta3 (human) inhibition, primary screen. hit rate 0.18% among 370,000. Purified PLC-beta3, fluorogenic substrate, fluorescence. Q01970. inhibition, % at 12.2 µM; in the data active means inhibition above about 11%;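 further: 0% = median of compound wells on plate and 100% = full blocker control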
# Numbers without * were called inactive; x = no result given. Compounds as they come; about 7.4% have a hit in one of these screens.
SMILES,SMARCA2 act,hcDAF-12 act,DAX1 inh-1,ssDAF-12 act,PLCg1 inh,hgDAF-12 ag,ADAM17 inh,Rev-erbA mod,DAX1 inh-2,MBD2 inh,PLC-beta3 inh
CC(C)CN1C(=O)/C(=C(/C#N)C(=O)NC2CCCCC2)c2ccccc21,-2,-1.8,1.1,-1.6,0,1.0,-5,-4,0.1,5,-7
CC(C)C(C)(C#N)NC(=O)CSc1nc2scc(-c3ccc(F)cc3)c2c(=O)n1Cc1ccccc1 (stereo not given),-1,-1.3,0.4,-1.4,-4,1.2,3,-8,0.5,-1,-6
CC(C)n1c(O)c(N=Nc2ccccn2)c2ccccc21,-2,0.3,-0.1,-0.5,4,1.8,0,2,-0.6,1,1
CCCCNC(=O)COC(=O)c1ccc(SC)cc1OC,-4,-1.2,-0.7,-0.3,3,-3.0,-3,-3,-0.8,4,0
CCCc1c(C(=O)Nc2ccc(N3CCOCC3)cc2)cnn1-c1ccccc1,-1,-1.8,0.3,-1.6,-1,-1.9,-3,-1,-1.6,0,-4
O=C(O)CN1C(=O)C(=O)N(Cc2c(F)cccc2Cl)C1=O,-4,-0.8,0.2,-0.9,2,0.7,-3,8,-1.8,2,-6
Cc1cccc(NC(=O)CSc2nc3ccccc3c3nc(CCc4c(C)n[nH]c4C)nn23)c1,3,-2.0,-2.5,-2.5,1,-6.9,5,-15,-4.4,-1,0
CCCCNC(=S)NNC(=O)c1csc(C(C)C)c1,2,0.8,0.5,-0.4,3,1.4,0,0,1.5,-7,3
c1ccc(-c2ncc3ccccn23)cc1,1,1.2,0.2,-1.6,-85,3.2,-46,4,0.8,-3,-122
CCOC(=O)Cn1c(C)nc2c(C(=O)OCC)sc(C)c2c1=O,0,-0.9,0.9,-0.4,-3,-1.6,-10,1,-0.1,0,-3
CCOC(=O)C1CCCN(S(=O)(=O)c2ccc3c4c2CC(=O)N4CC(C)S3)C1 (stereo not given),-2,-1.0,-0.5,-1.9,-3,-3.9,4,-7,-1.7,-1,-7
O=C(NCCc1ccccc1)OCc1cn(-c2cccc(Cl)c2)nn1,-1,-2.9,-0.3,-0.2,-3,3.1,-4,-3,x,1,-3
COc1cccc(OC)c1C(=O)N1CCN(Cc2ccc3c(c2)OCO3)CC1,-1,-1.0,-0.3,-1.2,-1,-1.6,-1,-4,0.6,0,2
COc1ccc(C(=O)OCC(=O)Nc2ccc3c(c2)OCCO3)c(OC)c1,3,2.2,-1.2,-0.5,-1,2.5,-3,-5,-0.4,1,-11
Cc1cc(OCC(=O)N[C@@H](CSCc2ccccc2)C(=O)O)c2c(C)c(C)c(=O)oc2c1,3,2.4,-0.5,-1.0,-120,-1.3,-125,-6,-1.1,4,-162
CCCCOc1cccc(C(=O)Nc2ccc(NC(=O)c3ccco3)cc2)c1,0,-0.9,0.3,-0.6,-1,0.6,0,-6,-1.8,1,-3
O=C(Nc1cccc2ccccc12)c1ccc2sc([C@H]3C[C@H](O)[C@@H](CO)O3)nc2c1,-1,-0.3,-1.0,-1.8,-1,-3.6,-5,-6,x,-3,-10
CN1C(=S)SC(/[N+]([O-])=C\c2ccc(Cl)cc2)C1(C)C (stereo not given),5,-1.4,-0.7,-0.7,6,0.4,-4,-4,0.7,0,4
COc1ccc(-c2nc(CCNS(=O)(=O)c3ccc4c(c3)OCCO4)cs2)cc1,-6,0.8,-0.6,-1.8,-1,-2.0,-13,-2,-0.6,13,-5
O=C(NCc1ccccc1)Nc1cccn(Cc2ccccc2)c1=O,1,-0.7,-0.8,-1.5,-8,-2.7,-14,0,-1.1,2,-2
Cc1c(C(=O)NC2CC2)oc2ccccc12,1,-0.1,1.3,-1.1,-2,8.6,-5,6,0.3,-2,-8

# In a second layout: 14 of the compounds above.
# Order of results: SMARCA2 act, hcDAF-12 act, DAX1 inh-1, ssDAF-12 act, PLCg1 inh, hgDAF-12 ag, ADAM17 inh, Rev-erbA mod, DAX1 inh-2, MBD2 inh, PLC-beta3 inh
CCCCNC(=S)NNC(=O)c1csc(C(C)C)c1
    2, 0.8, 0.5, -0.4, 3, 1.4, 0, 0, 1.5, -7, 3
c1ccc(-c2ncc3ccccn23)cc1
    1, 1.2, 0.2, -1.6, -85, 3.2, -46, 4, 0.8, -3, -122
CCOC(=O)Cn1c(C)nc2c(C(=O)OCC)sc(C)c2c1=O
    0, -0.9, 0.9, -0.4, -3, -1.6, -10, 1, -0.1, 0, -3
CCOC(=O)C1CCCN(S(=O)(=O)c2ccc3c4c2CC(=O)N4CC(C)S3)C1 (stereo not given)
    -2, -1.0, -0.5, -1.9, -3, -3.9, 4, -7, -1.7, -1, -7
O=C(NCCc1ccccc1)OCc1cn(-c2cccc(Cl)c2)nn1
    -1, -2.9, -0.3, -0.2, -3, 3.1, -4, -3, x, 1, -3
COc1cccc(OC)c1C(=O)N1CCN(Cc2ccc3c(c2)OCO3)CC1
    -1, -1.0, -0.3, -1.2, -1, -1.6, -1, -4, 0.6, 0, 2
COc1ccc(C(=O)OCC(=O)Nc2ccc3c(c2)OCCO3)c(OC)c1
    3, 2.2, -1.2, -0.5, -1, 2.5, -3, -5, -0.4, 1, -11
Cc1cc(OCC(=O)N[C@@H](CSCc2ccccc2)C(=O)O)c2c(C)c(C)c(=O)oc2c1
    3, 2.4, -0.5, -1.0, -120, -1.3, -125, -6, -1.1, 4, -162
CCCCOc1cccc(C(=O)Nc2ccc(NC(=O)c3ccco3)cc2)c1
    0, -0.9, 0.3, -0.6, -1, 0.6, 0, -6, -1.8, 1, -3
O=C(Nc1cccc2ccccc12)c1ccc2sc([C@H]3C[C@H](O)[C@@H](CO)O3)nc2c1
    -1, -0.3, -1.0, -1.8, -1, -3.6, -5, -6, x, -3, -10
CN1C(=S)SC(/[N+]([O-])=C\c2ccc(Cl)cc2)C1(C)C (stereo not given)
    5, -1.4, -0.7, -0.7, 6, 0.4, -4, -4, 0.7, 0, 4
COc1ccc(-c2nc(CCNS(=O)(=O)c3ccc4c(c3)OCCO4)cs2)cc1
    -6, 0.8, -0.6, -1.8, -1, -2.0, -13, -2, -0.6, 13, -5
O=C(NCc1ccccc1)Nc1cccn(Cc2ccccc2)c1=O
    1, -0.7, -0.8, -1.5, -8, -2.7, -14, 0, -1.1, 2, -2
Cc1c(C(=O)NC2CC2)oc2ccccc12
    1, -0.1, 1.3, -1.1, -2, 8.6, -5, 6, 0.3, -2, -8
